Screening data: PubChem BioAssay, several laboratories
proCasp7 act = counter-screen for procaspase-3 activators: activators of human procaspase-7. P55210. recombinant procaspase-7, Ac-DEVD-pNA absorbance 405 nm; D23A/D198A/D206A triple mutant, cannot self-cleave; scale: DMSO 0, 5 µM enzyme 100. activation, % at 8.5 µM. hit rate 0.093% among 330,000;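 active = percent activation above the screen-wide mean plus 3 SD, cut at about 25% in these data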
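Replicates: singlicate. Assay system: Procaspase-7 triple mutant (PC-7 D3A). Signal: 405 nm absorbance of p-nitroaniline. Times: 1 h preincubation, 2 h reaction. Buffer or medium: Zinc-free HEPES pH 7.4 with 300 mM NaCl, 0.01% Triton X-100. Also added: DEVD-pNA substrate. Benchmarks: DMSO wells as 0%, DMSO with 5 µM added PC-7 as 100%.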
Efflux pump inh = antifungal efflux pump inhibition, Nile Red retention | S. cerevisiae Candida pump triplex | hit rate 0.44% among 330,000 | inhibition, % at 10 µM;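 active = plate passing quality check with inhibition over a set limit, or well fluorescence over plate mean plus 4 SD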;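 note: Nile Red retained in pooled yeast measured as flow cytometry median fluorescence; 0% = buffer negative control and 100% = Enniatin B positive control; higher means more Nile Red kept so more efflux inhibition; some compounds called inactive have numbers as strong as hits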
HCV core dimer = blocks dimerization of HCV core protein | hit rate 0.33% among 300,000 | TR-FRET GST/Flag-core106 dimerization, 1536-well | inhibition, % at 5 µM;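 active = inhibition above the mean of all tested compounds plus 3 SD, set per screening campaign, cut at about 45% in these data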
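Assay system – GST-tagged and Flag-tagged HCV core protein residues 1-106 · Quantity – core106 proteins, GST 13.5 nM and Flag 17 nM · Benchmarks – unlabelled core106 and no-GST-core106 wells · Read-out basis – percent inhibition of core106 dimerization signal · Detection – time-resolved FRET, ex 340 nm, em 617 and 671 nm · Schedule – 4 h at 22.5 °C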
proCasp3 act = activators of human procaspase-3. P42574. recombinant procaspase-3 D3A, Ac-DEVD-pNA absorbance 405 nm. activation, % at 8.5 µM. hit rate 0.11% among 330,000. AID 463141;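 active = activation above the mean of all tested compounds plus 3 SD, cut at about 21% in these data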;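 note: 0% = DMSO alone and 100% = DMSO wells spiked with extra 5 µM PC-3 D3A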
Target sequence (P42574 whole entry D9A/D28A/D175A): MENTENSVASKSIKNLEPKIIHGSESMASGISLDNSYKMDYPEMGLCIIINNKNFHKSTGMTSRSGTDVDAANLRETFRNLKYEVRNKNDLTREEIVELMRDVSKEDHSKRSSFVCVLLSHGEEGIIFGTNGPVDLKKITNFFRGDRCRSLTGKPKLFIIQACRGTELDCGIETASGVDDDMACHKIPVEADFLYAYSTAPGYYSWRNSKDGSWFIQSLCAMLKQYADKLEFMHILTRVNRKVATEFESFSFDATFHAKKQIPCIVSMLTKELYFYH
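Technique: 405 nm absorbance of p-nitroaniline, reads at 0 and 120 min; Test system: Procaspase-3 D3A mutant; Incubation: 1 h enzyme-compound preincubation, then 2 h substrate reaction, 25 °C; Repeats: singlicate, each compound tested once; Benchmarks: low control DMSO wells, high control DMSO plus 5 µM PC-3 D3A.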
PP1 inh = counter-screen for PP5 inhibitors: inhibitors of human PP1-alpha | P62136 | purified PP1alpha, OMFP fluorescence | inhibition, % at 6.7 µM | hit rate 0.9% among 320,000 | AID 2235;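 active = inhibition above the mean inhibition of all tested compounds plus 3 SD, computed separately for each screening campaign, cut at about 15% in these data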
JMJD2C inh = blocks human GASC-1 demethylase activity; inhibition, % at 2.35 µM; Q9H3R0; hit rate 0.069% among 330,000; GST-JMJD2C(1-420) H3K9me3 demethylation, DELFIA europium; AID 2099;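 active = more than half of a compound's replicate wells show inhibition beyond 50%, single wells judged on their own value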;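 note: signal counts dimethyl H3K9 product captured on neutravidin plate; 0% = median of DMSO wells and 100% = 0.3 times that DMSO median; strong numbers were not always called active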
Target sequence (Q9H3R0 1-420 limits assumed): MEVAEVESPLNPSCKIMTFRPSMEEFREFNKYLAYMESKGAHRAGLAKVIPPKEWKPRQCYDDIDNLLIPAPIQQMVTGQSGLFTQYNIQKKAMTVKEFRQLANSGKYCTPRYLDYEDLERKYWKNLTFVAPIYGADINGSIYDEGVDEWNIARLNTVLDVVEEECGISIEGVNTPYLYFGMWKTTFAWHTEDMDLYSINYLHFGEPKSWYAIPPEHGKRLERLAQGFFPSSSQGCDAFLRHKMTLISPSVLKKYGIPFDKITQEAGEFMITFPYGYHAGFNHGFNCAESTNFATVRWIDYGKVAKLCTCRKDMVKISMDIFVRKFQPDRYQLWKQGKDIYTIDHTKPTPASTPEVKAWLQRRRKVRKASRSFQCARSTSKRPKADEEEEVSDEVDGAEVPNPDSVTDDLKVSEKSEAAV
TPT1 inhibitor = C. albicans TPT1 enzyme inhibition; hit rate 0.81% among 300,000; recombinant caTPT1, FP RNA substrate dephosphorylation; inhibition, % at 5 µM; AID 1962;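 active = inhibition above the mean of all tested compounds plus 3 SD, set per screening campaign, cut at about 24% in these data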;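 note: plate controls were DMSO alone for no effect and ferristatin control at 100 nM for full effect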
PP5 primary = PP5 (human) phosphatase inhibition. P53041. hit rate 0.18% among 320,000. purified PP5c, OMFP substrate fluorescence. inhibition, % at 6.7 µM;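 active = inhibition above the campaign's mean inhibition across all tested compounds plus 3 SD, cut at about 9.5% in these data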;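 note: 0% = DMSO only and 100% = 100 µM cantharidin control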
CTSL1 counter = counter-screen for PFM18AAP inhibitors: inhibitors of F. hepatica cathepsin L1. hit rate 0.49% among 300,000. inhibition, % at 5.96 µM. recombinant F. hepatica cathepsin L1, Z-Leu-Arg-MCA fluorescence;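 active = inhibition above the mean of all tested compounds plus 3 SD, set per screening campaign, cut at about 17% in these data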;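 note: 0% = plate median of test compound wells and 100% = 1 µM Z-Phe-Ala-diazomethylketone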
An asterisk follows results filed as active; . = no result given. Random draw from the library (roughly 2.9% active in at least one column).

canonical_smiles,proCasp7 act,Efflux pump inh,HCV core dimer,proCasp3 act,PP1 inh,JMJD2C inh,TPT1 inhibitor,PP5 primary,CTSL1 counter
CCOc1ccc(NC(=O)C2CC(=O)NC(N3CCc4ccccc43)=N2)cc1 (stereo unspecified),-7,0.0,-13,1,3,-2,-3,-0.9,0
CCC(C)Sc1ccc([C@H]2N[C@@](Cc3ccccc3)(C(=O)OC)[C@H]3C(=O)N(CC)C(=O)[C@@H]23)cc1OC (stereo partly specified),-8,0.0,11,3,0,-6,0,3.4,0
O=C(Cc1ccc(Cl)cc1)c1c[nH]c(C(=O)NCc2cccnc2)c1,3,0.1,-2,-2,2,-7,-2,-0.2,2
O=C(c1ccc(Cn2ccc([N+](=O)[O-])n2)cc1)N1CCN(Cc2ccccc2)CC1,-1,0.1,1,-1,-4,2,3,3.9,-2
O=C(NCc1ccccn1)c1ccc2c(c1)N(Cc1ccccc1)CCS2,-4,-0.1,4,-9,-1,-7,2,1.1,3
COc1cc(/C=N/NC(=O)NC23CC4CC(CC(C4)C2)C3)ccc1OCC(N)=O,17,-0.3,-4,2,-1,-8,1,4.4,-1
O=C(CCN1C(=O)c2ccccc2S1(=O)=O)Nc1ccc(F)cc1F,3,-0.7,-9,-2,3,-1,-2,1.3,0
COc1cc(OC)cc(C(=O)N(CN2CCCC2=O)c2ccccc2OC)c1,5,0.0,-1,4,-1,-4,0,1.0,-1
CCOC(=O)C(O)(CCC(O)(C(=O)OCC)C(=O)OCC)C(=O)OCC,3,0.0,2,5,0,3,-2,-1.2,1
Cc1ccc(CN2CCN(CC(=O)N=Nc3c(O)[nH]c4ccccc34)CC2)cc1,-6,0.2,-8,-18,-2,2,1,-1.4,1
COc1ccc(Cn2c(C)c(C)c(C#N)c2NC(=O)Nc2ccc(Cl)cc2)cc1,-20,0.0,19,-17,-4,3,1,0.8,1
CC(OC(=O)C1CSC2(c3ccc(F)cc3)CCC(=O)N12)C(=O)NC(N)=O (stereo unspecified),7,0.0,1,5,-3,54,-9,0.2,-8
COc1ccc(Br)c(C(=O)NNC(=O)c2ccc(NS(=O)(=O)c3cccs3)cc2)c1,0,-0.1,1,-7,-3,-5,0,0.8,-3
COc1ccccc1NC(=O)c1nn(C)cc1Br,-2,-0.1,-7,-4,-2,3,-5,2.4,2
Cc1cc(C)cc(NC(=O)CCN2C(=O)c3ccccc3S2(=O)=O)c1,-1,0.1,0,11,1,7,3,2.6,1
C=CCN(CC=C)S(=O)(=O)c1ccc(C(=O)Nc2nnc(COC)o2)cc1,-1,-0.2,-3,-1,7,-3,-3,-0.4,-3
O=C(NCCc1ccccc1)C1(S(=O)(=O)c2ccc(Cl)cc2)CC1,7,-0.2,3,1,-2,14,-2,-1.2,0
Cc1ccc(OCC(=O)N2CCOCC2)cc1C,-10,-0.7,2,-2,-1,-2,-2,4.9,-3
Cn1cc(C(=O)N2CCCC(Nc3ccc(F)cc3)C2)c2ccccc21 (stereo unspecified),-4,0.2,-5,3,2,-4,-1,2.8,-7
C=CCn1c(SCC(=O)c2c(N)n(CCC)c(=O)n(C)c2=O)nc2sc(CC)cc2c1=O,-5,0.0,1,10,1,3,-2,1.3,0
O=C(O)CC(Cn1[nH]nnc1=S)c1ccccc1 (stereo unspecified),9,-0.2,-5,-6,2,-6,-5,-1.4,2
CCOC(=O)C(C(=O)N1CCOCC1)C1CCCCC1 (stereo unspecified),7,-0.1,-1,0,-5,3,-1,-0.1,8
O=C(NCc1ccco1)c1cc2ccccc2o1,4,0.1,3,5,-2,9,0,0.5,1
CC(C)N(Cc1ccccc1)C(=O)c1ccc2c(c1)OCO2,-1,-0.1,2,4,-1,-2,3,3.1,-2
Cc1c(/C=N/n2cnnc2)c2ccccc2n1CCOc1ccccc1,-2,0.0,5,7,9,7,2,6.1,2
O=C(Cc1ccccc1)Nc1nonc1NC(=O)c1ccccc1,7,0.1,1,-1,-1,75,-5,1.4,0
O=C(Nc1cccc(F)c1)c1ccc(S(=O)(=O)N2CCCC2)cc1,6,-0.6,11,-3,-1,7,-6,2.0,2
COc1cc2c(cc1N/C=C(\C#N)c1nc(-c3ccccc3)cs1)oc1ccccc12,1,0.4,1,0,-2,-14,2,-1.1,-6
Cc1ccccc1C(O)c1cccnc1 (stereo unspecified),4,0.4,-11,0,-5,-6,4,1.6,-1
Nc1nc(CSc2nnnn2-c2ccc(F)c(Cl)c2)nc(N2CCOCC2)n1,-1,0.0,-10,-12,-1,-2,0,0.5,2

Given with each value named: 4 of the compounds above.
Cc1ccc(CN2CCN(CC(=O)N=Nc3c(O)[nH]c4ccccc34)CC2)cc1
- proCasp7 act = -6
- Efflux pump inh = 0.2
- HCV core dimer = -8
- proCasp3 act = -18
- PP1 inh = -2
- JMJD2C inh = 2
- TPT1 inhibitor = 1
- PP5 primary = -1.4
- CTSL1 counter = 1

COc1ccc(Cn2c(C)c(C)c(C#N)c2NC(=O)Nc2ccc(Cl)cc2)cc1
- proCasp7 act = -20
- Efflux pump inh = 0.0
- HCV core dimer = 19
- proCasp3 act = -17
- PP1 inh = -4
- JMJD2C inh = 3
- TPT1 inhibitor = 1
- PP5 primary = 0.8
- CTSL1 counter = 1

CC(OC(=O)C1CSC2(c3ccc(F)cc3)CCC(=O)N12)C(=O)NC(N)=O (stereo unspecified)
- proCasp7 act = 7
- Efflux pump inh = 0.0
- HCV core dimer = 1
- proCasp3 act = 5
- PP1 inh = -3
- JMJD2C inh = 54
- TPT1 inhibitor = -9
- PP5 primary = 0.2
- CTSL1 counter = -8

COc1ccc(Br)c(C(=O)NNC(=O)c2ccc(NS(=O)(=O)c3cccs3)cc2)c1
- proCasp7 act = 0
- Efflux pump inh = -0.1
- HCV core dimer = 1
- proCasp3 act = -7
- PP1 inh = -3
- JMJD2C inh = -5
- TPT1 inhibitor = 0
- PP5 primary = 0.8
- CTSL1 counter = -3

Next part
canonical_smiles,proCasp7 act,Efflux pump inh,HCV core dimer,proCasp3 act,PP1 inh,JMJD2C inh,TPT1 inhibitor,PP5 primary,CTSL1 counter
Cc1[nH]c2ccccc2c1C(=O)C(=O)N1CCN(C(=O)c2ccco2)CC1,8,-0.1,-2,6,-2,-1,-1,0.5,-1
CSc1ccc(CN(C)C(=O)COc2ccc(C(=O)c3ccccc3)cc2)cc1,-7,0.1,16,12,4,2,-1,6.4,0
COC(=O)C[C@H](NC(=O)Cn1cnc2c(OCc3ccccc3)ncnc21)C(=O)OC,8,0.0,.,-2,.,23,.,.,.
CN(C)C(=O)c1cn(N(C)c2ncc(C(F)(F)F)cc2Cl)c(=O)c2ccccc12,11,0.0,0,4,6,-4,-3,-0.1,0
COc1ccc(/C=N/NC(=O)c2ccccc2OC)cc1COc1ccc(C)cc1,1,0.0,20,-16,-2,13,5,2.6,3
CC(=O)Nc1ccc(S(=O)(=O)N2CCC(=O)Nc3ccccc32)cc1,9,0.1,1,1,-3,-4,-1,-0.8,7
COc1cc(-c2nc(C(F)(F)F)c(OC)o2)cc(OC)c1OC,-4,-0.2,-4,3,-7,-2,-2,-1.1,-2
O=C(NCc1ccc(F)cc1)c1cnc(-c2ccccn2)nc1C(F)(F)F,5,0.0,-8,-4,4,1,-3,2.0,0
OCCN(Cc1nc(-c2ccc3c(c2)OCO3)no1)Cc1cccs1,4,0.2,-3,13,-3,-15,1,0.6,0
O=Cc1ccc(OCC(=O)NC(=O)NC2CCCCC2)cc1,-2,0.1,-2,11,-3,-4,-6,-1.0,-2
COC(=O)C(Cc1ccccc1)NC(=O)CCc1c[nH]c2ccccc12 (stereo unspecified),14,0.1,-6,-3,0,-2,4,-0.3,-6
CCN(CC)C(=O)Cn1cc(S(=O)(=O)CC(=O)Nc2ccc(C(N)=O)cc2)c2ccccc21,13,-0.1,-17,7,5,-1,-9,2.2,-12
CC1(C)C2CCC1(CS(=O)(=O)NC(CC(=O)O)c1cccc(Br)c1)C(=O)C2 (stereo unspecified),3,0.0,7,8,1,3,2,0.7,1
CSC1=C(C#N)C(CC(C)C)C2=C(CCCC2=O)N1 (stereo unspecified),6,0.0,-2,4,2,-1,-6,-1.4,1
CC(C)(NC(=O)NC(CO)c1ccccc1)c1cccc(C(C)(C)NC(=O)NC(CO)c2ccccc2)c1 (stereo unspecified),11,0.1,-9,-2,0,1,-1,1.4,-3
O=C(Nc1ccc2nc(-c3ccco3)[nH]c2c1)c1ccco1,-10,-0.1,-2,-2,2,21,-2,-0.2,5
CC1CN(CC(O)COc2ccc(C(C)C)cc2)CC(C)O1 (stereo unspecified),2,-0.1,-7,7,-2,1,3,-1.6,3
Cc1nn(Cc2cccc(C(=O)Nc3ccn(Cc4ccccc4F)n3)c2)c(C)c1[N+](=O)[O-],8,-0.1,1,0,-2,2,-3,0.7,-3
COc1cc(/C=N/NC(=O)CNC(=O)c2cccs2)ccc1O,-1,0.1,-6,6,1,-15,0,3.2,-1
COc1ccc2[nH]c(CN3CCN(CC=C(C)C)C(CCO)C3)c(C)c2c1 (stereo unspecified),-11,0.5,-7,2,-5,-18,2,4.8,-1
